DENV2 CPE rescue: DENV2-induced cell death inhibition; actives 1.7% (n = 350,000); CPE inhibition, % at 9.99 µM; DENV2-infected cells, cytopathic effect rescue, plate reader; in the data active means CPE inhibition above about 20%, passing the limit was not always enough; inconclusive means no clear call, values can overlap the other calls; tested in BHK-21 cells;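 further: 0% = median of neutral control wells and 100% = median of positive control wells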
CFTR F508del cor: CFTR F508del correction in bronchial cells | CFBE cells, YFP halide quenching; stimulated with forskolin plus potentiator P3; % fluorescence drop versus neutral controls | activity (quench increase), % at 7.58 µM | actives 0.36% (n = 350,000) | AID 720511;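 active means mean added fluorescence quench of at least 8% versus neutral control, with both replicates also reaching 8%; inconclusive means only one of the mean or replicate conditions met; inactive means mean below 8% and not both replicates reaching 8%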;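 further: cells transiently co-express mutant CFTR-F508del with the halide-sensitive YFP; corrector assay measuring rescue of mutant channel to the surface after 24 h compound exposure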
CASP6 VEID inh: blocks human caspase-6 cleavage activity. actives 0.53% (n = 350,000). inhibition, % at 12.5 µM. P55212. purified caspase-6, Z-VEID-R110 cleavage fluorescence;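 active means mean inhibition across replicates at least about 35%, with every replicate also reaching that limit, limit read from the data; inconclusive means only one of the two criteria met; inactive means neither criterion met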;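 further: 0% = median of neutral control wells and 100% = no fluorescence left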
Target sequence (P55212 24-179 limits assumed): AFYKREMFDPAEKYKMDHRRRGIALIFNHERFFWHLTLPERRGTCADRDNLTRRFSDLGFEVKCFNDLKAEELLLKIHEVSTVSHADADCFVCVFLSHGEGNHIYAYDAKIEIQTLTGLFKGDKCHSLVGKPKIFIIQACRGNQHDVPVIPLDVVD
Target sequence (P55212 194-293 limits assumed): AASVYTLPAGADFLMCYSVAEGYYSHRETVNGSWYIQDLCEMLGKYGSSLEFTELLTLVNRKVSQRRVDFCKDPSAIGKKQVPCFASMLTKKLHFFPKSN
ERAP1 inh: blocks human ERAP1 aminopeptidase activity. actives 0.15% (n = 340,000). inhibition, % at 10.7 µM. AID 652197. recombinant ERAP1, Leu-AMC fluorescence, 60 min;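 active means mean replicate inhibition of at least 30%, or all replicates individually reaching that 30% level; inactive means mean below 30% and not every replicate reaching it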;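 further: 0% = neutral control wells and 100% = L-leucinethiol positive control wells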
ERp5 block: blocks human ERp5 reductase activity on insulin. AID 651711. inhibition, % at 9.99 µM. ERp5 insulin aggregation, absorbance 650 nm, 90 min. actives 0.05% (n = 350,000);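 active means mean replicate inhibition above about 25%, with every replicate also reaching it, limit read from the data, passing the limit was not always enough; inconclusive means only one of those two criteria met; inactive means neither criterion met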
Target sequence (Q15084 whole entry, looked up): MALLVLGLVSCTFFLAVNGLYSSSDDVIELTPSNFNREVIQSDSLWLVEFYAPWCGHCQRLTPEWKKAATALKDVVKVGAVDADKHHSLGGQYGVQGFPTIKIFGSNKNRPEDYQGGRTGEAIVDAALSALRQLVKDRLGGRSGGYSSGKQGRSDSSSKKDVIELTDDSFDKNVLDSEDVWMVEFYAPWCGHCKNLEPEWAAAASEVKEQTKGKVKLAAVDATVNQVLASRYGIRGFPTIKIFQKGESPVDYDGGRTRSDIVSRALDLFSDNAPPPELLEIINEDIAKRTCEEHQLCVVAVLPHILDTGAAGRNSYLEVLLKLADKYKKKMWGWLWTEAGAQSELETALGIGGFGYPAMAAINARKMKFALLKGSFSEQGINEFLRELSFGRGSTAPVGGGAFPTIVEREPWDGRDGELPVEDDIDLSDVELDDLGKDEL
SIRT5 block: sirtuin-5 (human) deacylase inhibition. actives 1.1% (n = 330,000). inhibition, % at 15 µM. Q9NXA8. Purified SirT5, succinyl-peptide AMC, trypsin-coupled fluorescence; in the data active means inhibition above about 15%; inconclusive means no clear call, values can overlap the other calls
Target sequence (Q9NXA8 whole entry, looked up): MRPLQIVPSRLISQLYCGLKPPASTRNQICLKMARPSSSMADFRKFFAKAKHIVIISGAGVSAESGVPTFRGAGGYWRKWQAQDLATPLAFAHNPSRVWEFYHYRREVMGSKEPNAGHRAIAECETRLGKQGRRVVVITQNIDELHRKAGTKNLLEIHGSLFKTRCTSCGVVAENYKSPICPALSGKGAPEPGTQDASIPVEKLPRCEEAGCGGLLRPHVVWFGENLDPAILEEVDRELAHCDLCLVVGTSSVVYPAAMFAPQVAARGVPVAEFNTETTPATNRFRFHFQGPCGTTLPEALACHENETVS
miR122 inh: blocks miR-122 activity in Huh7 sensor cells; AID 602342; Huh7 miR-122 Renilla luciferase sensor, 48 h; neutral wells = 0, positive control = 100; activation (reporter increase), % at 12.5 µM; actives 0.3% (n = 340,000);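 active means mean replicate activation score at least 90 and every replicate individually at or above 90; inconclusive means only one of the two criteria met; inactive means neither criterion met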;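 further: higher luciferase means less miR-122 activity so hits act as miR-122 inhibitors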
Numbers without * were called inactive; ? = inconclusive; . = not tested or not shown; [ ] = another dose, or the depositor's remark.

Under each structure – DENV2 CPE rescue | CFTR F508del cor | CASP6 VEID inh | ERAP1 inh | ERp5 block | SIRT5 block | miR122 inh
- CCn1cc(C(=O)NCC(OC)OC)c(=O)c2cc(S(=O)(=O)N(C)C3CCCCC3)ccc21
 : 7 | 0.1 | 3 | -1 | 0 | 3 | 23
- Cc1ccc2sc(NNC(=O)c3cc(=O)c4ccccc4o3)nc2c1C
 : -2 | 1.5 | 2 | -3 | 3 | -2 | -1
- COc1ccc(NC(=O)N2C[C@@H]3[C@H](c4ccccc42)[C@@H](CO)N3Cc2ccccn2)cc1
 : -1 | -2.4 | 2 | 0 | -4 | 4 | 13[16.7 µM]
- CCNC(=O)C[C@@H]1CC[C@H]2[C@@H](COc3ccc(NC(=O)C4CCCCC4)cc3C(=O)N2C)O1
 : 4 | -0.6 | -2 | -1 | -2 | 1 | -25[16.7 µM]
- COc1cc(CC2COC(=O)C2(O)Cc2ccc(O)c(OC)c2)ccc1O (stereo not given)
 : -4 | 3.9 | 0 | 2 | 1 | 7 | -4
- Cc1ccc([N+](=O)[O-])cc1NC(=O)CN(C(=O)c1ccccc1Cl)C1CCCCC1
 : ? | -2.1 | 0 | -2 | -1 | -3 | 7
- CC(C)C[C@H]1CNC(=O)C(=O)N1C[C@H]1CCCN1C[C@H](CC(C)C)N1C[C@H](Cc2ccccc2)N(CC2CCCCC2)C(=O)C1=O
 : -5 | -2.0 | 19 | -3 | 3 | 1 | .
- COc1ccc(NC(C)=O)cc1S(=O)(=O)NC(Cc1ccccc1)C(=O)NCc1ccccc1C (stereo not given)
 : 5 | 2.7 | 2 | -6 | 0 | 4 | .
- NC(=O)c1ccc(/C=N/O)[n+](Cc2ccccc2)c1
 : -1 | -0.3 | -5 | 2 | 1 | 5 | -4
- COc1ccc(C2CC(=O)c3c(O)cc(O)cc3O2)c(CC=C(C)C)c1OC (stereo not given)
 : 4 | -1.8 | -2 | -4 | 0 | 4 | -19
- Cc1ccc2c(c1)NC(=O)C(CC(=O)NCCN(CC(C)C)CC(C)C)O2 (stereo not given)
 : -1 | 1.9 | 0 | -1 | 2 | 0 | 1
- CCOC(=O)c1cc(C#N)c(SCC(=O)c2cc(C#N)c(SC)nc2C)[nH]c1=O
 : 1 | . | -6 | 1 | 2 | 6 | 5
- O=S(=O)(c1ccc(F)cc1)N1C[C@H]2[C@@H](c3ccccc31)[C@H](CO)N2Cc1ccc2c(c1)OCO2
 : -2 | 3.1 | 1 | -1 | 3 | 5 | 14[16.7 µM]
- CCCOc1ccc(N2C(=O)CC(NNC(=O)c3ccc(COc4ccccc4)o3)C2=O)cc1 (stereo not given)
 : 1 | . | 0 | 0 | 6 | -4 | .
- O=C(CCc1nnc(CCCCc2ccccc2)o1)NCCN1CCCCC1=O
 : 0 | 0.0 | -5 | 13 | -56 | -2 | -5
- COc1ccc(CN2CCN(C3CCC3)CC2CCO)c(F)c1 (stereo not given)
 : -5 | -0.4 | 0 | 3 | 0 | 0 | -1
- CCOc1ccccc1CN1CCNC(=O)C1CC(=O)N(C)Cc1nonc1C (stereo not given)
 : 10 | 5.3 | 1 | 1 | -1 | -2 | 1
- C=CCNC(=O)c1onc(CSc2ccc(F)cc2)c1C(=O)NCC=C
 : -12 | 2.5 | -2 | -2 | 1 | . | .
- CCOC(=O)NC(=O)c1cn(Nc2ccccc2C(F)(F)F)c(=O)[nH]c1=O
 : 5 | -2.2 | 0 | 0 | -1 | 1 | -6
- O=C1CN(C(=O)Cn2ncc(Cl)c(Cl)c2=O)c2ccccc2N1
 : -4 | 0.2 | 4 | -1 | 0 | 0 | .
- CC(C)NC(=O)Nc1ccc2c(c1)C(=O)N([C@H](C)CO)C[C@H](C)[C@@H](CN(C)Cc1ccc(C(=O)O)cc1)OCCCC[C@@H](C)O2
 : -11 | -0.1 | 0 | -1 | 4 | -1 | 6[16.7 µM]
- O=C(NCc1cc([N+](=O)[O-])ccc1O)c1cccnc1Sc1ccccc1Cl
 : 8 | -3.8 | 1 | 3 | -5 | 0 | .
- O=C(NCC[C@H]1CC[C@@H](NC(=O)c2cnccn2)[C@@H](CO)O1)c1ccc2c(c1)OCO2
 : 1 | -0.2 | -1 | 1 | 7 | -3 | .
- C[C@H]1CCCCO[C@H](CN(C)C(=O)Nc2ccc(C(F)(F)F)cc2)[C@@H](C)CN([C@@H](C)CO)C(=O)c2cc(NC(=O)C3CCCCC3)ccc2O1
 : 87* | -4.0 | -2 | 0 | -1 | 3 | -15[16.7 µM]
- COC(=O)C[C@H]1C=C[C@H](NC(=O)Cc2ccccc2)[C@@H](CO)O1
 : 0 | 1.9 | -1 | . | 11 | -6 | .
- CC(OC(=O)c1ccc(F)c(S(=O)(=O)N2CCOCC2)c1)C(=O)NCC1CCCCC1 (stereo not given)
 : 7 | 0.7 | -3 | 2 | 0 | -1 | -4
- COC(=O)c1cc2c(=O)c3ccccc3oc2nc1/C=C/N(C)C
 : -2 | 28* | 6 | -1 | 1 | -4 | 7
- Cc1noc(C)c1CSCC(=O)Nc1ccc(OC(F)F)c(Cl)c1
 : -9 | -1.7 | 0 | 5 | -3 | -3 | 3
- Cc1noc(C)c1S(=O)(=O)N(C)C[C@H]1OCCCC[C@H](C)Oc2ccc(NS(C)(=O)=O)cc2C(=O)N([C@H](C)CO)C[C@@H]1C
 : -3 | -2.2 | 1 | 0 | 0 | 0 | 0[16.7 µM]
- Cc1ccc(NC(=O)CSc2nnc(CCC(=O)O)c(=O)[nH]2)cc1
 : 13 | 0.4 | 2 | 9 | 0 | 5 | -1
- C[C@H](CO)N1C[C@H](C)[C@H](CN(C)Cc2ccc(C(F)(F)F)cc2)Oc2c(NC(=O)Nc3ccc(C(F)(F)F)cc3)cccc2C1=O
 : 0 | 1.0 | -3 | -2 | 0 | 2 | 12[16.7 µM]
- C[C@@H]1CN([C@H](C)CO)C(=O)c2cc(NC(=O)Nc3ccc(C(F)(F)F)cc3)ccc2O[C@@H]1CN(C)Cc1ccc2c(c1)OCO2
 : -1 | 4.2 | 1 | -2 | -3 | 4 | 9[16.7 µM]
- COc1ccc(N2CCN(CC(=O)c3ccccc3)CC2)cc1
 : 4 | -2.4 | -1 | 0 | 2 | 3 | -17
- O=[N+]([O-])c1ccccc1N/N=C/c1cccc(O)c1O
 : 6 | 5.2 | 0 | 0 | -1 | -1 | 6
- C[C@@H]1CN([C@@H](C)CO)C(=O)c2cc(NS(=O)(=O)c3ccccc3)ccc2O[C@H]1CN(C)Cc1ccc(C(=O)O)cc1
 : 4 | 2.8 | -2 | 0 | -1 | 0 | 1[16.7 µM]
- CCN(CC)CCNC(=O)c1cc(Br)c(N)cc1OC
 : -5 | 2.6 | 5 | -1 | -2 | 3 | 2
- CO[C@H]1CN(C)C(=O)c2cc(NC(=O)C3CC3)ccc2OC[C@H](C)N(Cc2ccncc2)C[C@@H]1C
 : 6 | 0.2 | 1 | 5 | -3 | -2 | 5[16.7 µM]
- C[C@@H]1CN([C@@H](C)CO)C(=O)c2ccccc2-c2ccccc2CO[C@@H]1CN(C)C(=O)c1ccncc1
 : 0 | -0.7 | 0 | -3 | 10 | -5 | .
- C#CCN(C(=O)C1CCC(=O)N(CCc2cccc(F)c2)C1)C1CCCCC1 (stereo not given)
 : -12 | 1.9 | 2 | 1 | 6 | -2 | .
- COCCn1c(SCC(=O)N2CCCCCC2)nnc1-c1ccco1
 : 3 | 0.0 | 7 | 0 | 4 | -1 | -2
- CCc1ccc(NC(=S)Nc2cccc3cnccc23)cc1
 : -6 | -1.9 | 2 | -1 | -2 | 3 | 2
- Cc1nn(C)c(NC(=O)c2ccc(Cl)cc2)c1Cl
 : -3 | 0.3 | 0 | 1 | 1 | 0 | -1
- COc1ccc(CCNC(=O)CSc2nc3ncccc3[nH]2)c(OC)c1
 : 7 | 0.6 | 0 | -2 | -3 | -1 | -1
- COc1ccc(-c2nc(NC3=NCCCCC3)sc2C)cc1
 : 4 | -1.7 | -1 | 15 | 1 | 0 | .
- CC[C@@H](C)C(NC(=O)OC(C)(C)C)c1cn([C@@H](CCC(=O)OC(C)(C)C)C(=O)N2CCN(C(=O)OC(C)(C)C)CC2)nn1 (stereo not given in full)
 : -8 | 4.1 | 0 | . | 0 | . | 3
- CCNc1ccccc1
 : 3 | 1.1 | -1 | 7 | -2 | . | .
- Nc1[nH]c(C(=O)c2ccccc2)c(-c2ccc(Cl)c(F)c2)c1C(=O)c1c[nH]c2ccccc12
 : 3 | -1.8 | 0 | 0 | -1 | -3 | .
- Cc1ccc(Cn2c(SCC(=O)NCC3CCCO3)nc3c2c(=O)n(C)c(=O)n3C)cc1 (stereo not given)
 : 9 | -1.0 | 6 | -1 | 3 | -2 | -1
- Cc1ccc(S(=O)(=O)Nc2ccc3c(c2)C(=O)N([C@H](C)CO)C[C@@H](C)[C@H](CN(C)S(=O)(=O)c2ccc(C)cc2)OCCCC[C@@H](C)O3)cc1
 : 2 | -4.5 | 2 | -6 | 1 | 15* | -12[16.7 µM]
- CN(C)c1ccc(/C=C/C(=O)c2ccc3c(c2)OCCO3)cc1[N+](=O)[O-]
 : 12 | -3.9 | -1 | 0 | 1 | 1 | .
- Cc1noc(C)c1COc1ccc(C(=O)N(C)CCOc2ccccc2)cc1
 : 16 | -0.2 | 0 | 0 | 7 | -1 | 8
- CCOc1cc(N2CCOCC2)c(OCC)cc1NC(=O)c1ccc(C)s1
 : 1 | -2.9 | 4 | -1 | 3 | -1 | .
- COc1ccc(C(=O)NCc2nnc(SC)n2C2CCCCC2)cc1
 : 10 | 0.8 | -1 | 3 | 4 | -1 | 3
- O=C(OCc1ccccc1)/C(=C/c1cccc(Br)c1)NC(=O)c1ccco1
 : -3 | 1.6 | -3 | -1 | 5 | 0 | 15
- C[C@@H]1CN([C@H](C)CO)C(=O)CCCn2cc(nn2)CO[C@H]1CN(C)Cc1ccc(Cl)c(Cl)c1
 : 13 | -1.9 | -2 | 2 | 6 | -4 | -7[16.7 µM]
- CCCN1CCC(NC(=O)Cc2cccc(C)c2)CC1
 : 1 | 1.7 | -13 | -3 | 0 | . | 0
- Cc1ccc(N(C(=O)c2ccn[nH]2)C(C(=O)NC2CCCC2)c2cccs2)cc1 (stereo not given)
 : 3 | -1.5 | 1 | 3 | -14 | -1 | .
- c1ccc(-c2nc3cccnc3nc2-c2ccccc2)cc1
 : -2 | -1.0 | 3 | 2 | 0 | -1 | .
- CCOc1ccc(NC(=O)CN(C)C(=O)c2ccc(N3CCCCC3)c([N+](=O)[O-])c2)cc1OCC
 : 3 | -0.6 | -170 | 1 | -9 | -8 | 2
- COc1ccccc1S(=O)(=O)N[C@@H]1CC[C@@H](CCNC(=O)C2CCCC2)O[C@H]1CO
 : -9 | 0.4 | -2 | 3 | 7 | 13 | -1[16.7 µM]
- Cc1ccc(Cl)cc1NC(=O)C1CC(=O)N(C(C)C)C1 (stereo not given)
 : -1 | -9.6 | -1 | 0 | 1 | -7 | 5
- CCC(C)NC(=O)C1CCN(S(=O)(=O)c2cccc3nonc23)CC1 (stereo not given)
 : 2 | -0.6 | -2 | -1 | -3 | -1 | 1
- Cc1ccccc1NC(=O)c1c(C)[nH]c(=S)c(C#N)c1-c1ccco1
 : 13 | 0.7 | 8 | 2 | -1 | -1 | 20

Compound profiles, as listed above. Values in the order: DENV2 CPE rescue, CFTR F508del cor, CASP6 VEID inh, ERAP1 inh, ERp5 block, SIRT5 block, miR122 inh
COc1ccccc1S(=O)(=O)N[C@@H]1CC[C@@H](CCNC(=O)C2CCCC2)O[C@H]1CO reads -9, 0.4, -2, 3, 7, 13, -1[16.7 µM]
CCOc1ccc(NC(=O)CN(C)C(=O)c2ccc(N3CCCCC3)c([N+](=O)[O-])c2)cc1OCC reads 3, -0.6, -170, 1, -9, -8, 2
CCNc1ccccc1 reads 3, 1.1, -1, 7, -2, ., .
O=C(OCc1ccccc1)/C(=C/c1cccc(Br)c1)NC(=O)c1ccco1 reads -3, 1.6, -3, -1, 5, 0, 15
